Screening results deposited in PubChem by National Center for Advancing Translational Sciences (NCATS).
TDP43 rescue – qHTS of TDP-43 Inhibitors | TDP-43 expressing yeast growth rescue, BacTiter-Glo, 24 h | Potency, µM (titrated, usually from 46.1 µM), without a hit: at the top dose growth rescue (activation), hits mostly activators | hit rate 1.8% among 410,000 | AID 652104, 2013; note: % of control where 0% means no effect; nearly all actives have a fitted effect of over 50% in size
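Yeast cells expressing TDP-43 under galactose induction are exposed to compounds for 24 hr at 30 deg C. BacTiter-Glo luminescence measures growth, so protective compounds score as activators.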
EPAC1 antag – qHTS for Antagonist of cAMP-regulated guanine nucleotide exchange factor 3 (EPAC1): primary screen; Rap guanine nucleotide exchange factor 3 (Homo sapiens), O95398; EPAC1 GEF assay, Rap1b-BODIPY-GDP exchange fluorescence; Potency, µM (series often up to 115 µM), inactives show at the top dose activity change, negative = inhibition, actives largely listed as inhibitors; hit rate 0.14% among 360,000;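 note: plate controls were vehicle for no effect and positive control for full effect; nearly all actives have a fitted effect of over 50% in size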
Target sequence (O95398 whole entry, looked up): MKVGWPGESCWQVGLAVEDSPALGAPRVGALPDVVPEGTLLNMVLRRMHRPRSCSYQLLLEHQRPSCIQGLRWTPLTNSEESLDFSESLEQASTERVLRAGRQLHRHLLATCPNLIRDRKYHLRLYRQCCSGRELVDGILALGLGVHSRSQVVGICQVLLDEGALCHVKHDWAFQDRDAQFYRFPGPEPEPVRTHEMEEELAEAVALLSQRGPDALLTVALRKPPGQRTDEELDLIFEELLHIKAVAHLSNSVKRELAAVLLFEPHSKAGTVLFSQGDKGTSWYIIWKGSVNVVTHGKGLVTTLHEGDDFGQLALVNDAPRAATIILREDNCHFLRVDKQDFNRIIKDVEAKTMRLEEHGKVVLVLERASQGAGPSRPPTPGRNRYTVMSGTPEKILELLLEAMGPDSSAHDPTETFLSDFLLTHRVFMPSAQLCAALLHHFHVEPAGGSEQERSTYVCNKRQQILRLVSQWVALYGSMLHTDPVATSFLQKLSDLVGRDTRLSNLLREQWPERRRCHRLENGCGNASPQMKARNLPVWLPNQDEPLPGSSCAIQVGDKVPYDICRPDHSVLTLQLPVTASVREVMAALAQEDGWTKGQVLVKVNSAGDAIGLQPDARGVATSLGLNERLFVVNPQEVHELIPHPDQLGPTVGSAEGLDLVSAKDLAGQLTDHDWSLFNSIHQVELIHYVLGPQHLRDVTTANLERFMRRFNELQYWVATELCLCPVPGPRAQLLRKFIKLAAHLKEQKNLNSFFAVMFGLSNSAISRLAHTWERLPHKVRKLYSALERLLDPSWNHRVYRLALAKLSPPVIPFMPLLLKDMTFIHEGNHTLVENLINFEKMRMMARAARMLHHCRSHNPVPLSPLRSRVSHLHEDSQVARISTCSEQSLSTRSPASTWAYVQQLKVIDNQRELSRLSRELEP
PTHR1 ag – qHTS for PTHR1 Agonists: Primary Screen; Potency, µM (titrated, usually from 115 µM), inactives show top-dose activation, actives largely listed as activators; AID 743266, 2014; hit rate 0.075% among 410,000; HEK293 GP2 PTHR1 cells, GloSensor cAMP luminescence, 1 h; Parathyroid hormone/parathyroid hormone-related peptide receptor (Homo sapiens), Q03431; note: nearly all actives have a fitted effect of over 55% in size; some results filed as inactive show a strong effect at the top dose; inactives centre near -15; many of its hits are not listed in these tables
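HEK-293-derived GP2 cells expressing PTHR1 and a GloSensor cAMP reporter, 3,000/well, plated overnight, given luciferin plus IBMX (each 0.5 mM as added) for 1 h at 37 °C, then compound for 1 h at 37 °C. Luminescence was read after 15 min at room temperature.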
EPAC1 ag – qHTS for Agonist of cAMP-regulated guanine nucleotide exchange factor 3 (EPAC1): primary screen; Rap guanine nucleotide exchange factor 3 (Homo sapiens), O95398; Potency, µM (doses to about 154 µM), without a hit: top-dose activation, most hits filed as activators; hit rate 0.073% among 360,000; EPAC1 agonist qHTS, biochemical assay; response scale: 100% = response to 6.5 mM cAMP; note: nearly all actives have a fitted effect of over 60% in size
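EPAC1 100 nM, Rap1B–BODIPY-GDP 250 nM, unlabeled GDP 50 uM; compound titration; 5 min RT; kinetic read ex480/em540 at 5-min intervals ×30 min; data normalized to 6.5 mM cAMP agonist control.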
EPAC2 agonist – qHTS for Agonist of cAMP-regulated guanine nucleotide exchange factor 4 (EPAC2): primary screen; Rap guanine nucleotide exchange factor 4 (Homo sapiens), Q8WZA2; Potency, µM (series often up to 154 µM), for the others: at the highest dose activation, most hits filed as activators; hit rate 0.079% among 360,000; EPAC2 activation, biochemical qHTS; response scale: 100% = 6.5 mM cAMP response; note: nearly all actives have a fitted effect of over 50% in size
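In this primary screen, activation is scored as increased exchange of BODIPY-GDP from Rap1B by 100 nM EPAC2, with 50 uM GDP as competitor. Signal is normalized to the 6.5 mM cAMP agonist control.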
aSyn rescue – qHTS of alpha-syn Inhibitors; Yeast expressing alpha-synuclein, growth rescue, BacTiter-Glo, 24 h; hit rate 0.14% among 370,000; AID 652106, 2013; Potency, µM (highest dose often 46.1 µM), without a hit: top-dose growth rescue (activation), hits mostly activators; note: % of control where 0% means no effect; nearly all actives have a fitted effect of over 65% in size
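Readout is rescue of growth in alpha-synuclein-expressing yeast, so inhibitors of toxicity appear as activators. Growth after 24 hr at 30 deg C in galactose medium is quantified by luminescence.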
FUS yeast rescue – qHTS for Suppressors of FUS Proteinopathy: Primary screen using FUS-linked yeast assay; Potency, µM (series often up to 76.6 µM), inactives show at the highest dose growth rescue (activation), actives largely listed as activators; hit rate 0.24% among 390,000; S. cerevisiae FUS-expressing, growth rescue, OD600, 24 h;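 note: plate controls were DMSO vehicle for no effect and reference control for full effect; nearly all actives have a fitted effect of over 55% in size; some results filed as inactive show a strong effect at the top dose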
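Galactose (2%) drives FUS expression in yeast precultured in raffinose; seeding density OD 0.005. Test compounds incubated 24hr at 30C and 99% humidity before absorbance at 600 nm was measured.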
EPAC2 antag – qHTS for Antagonist of cAMP-regulated guanine nucleotide exchange factor 2 (EPAC2): primary screen. EPAC2 GEF exchange of Rap1B-BODIPY-GDP, fluorescence. AID 720708, 2013. hit rate 0.18% among 360,000. Potency, µM (doses to about 114 µM), without a hit: at the highest dose activity, negative = inhibition, hits mostly inhibitors. Rap guanine nucleotide exchange factor 4 (Homo sapiens), Q8WZA2; note: % is set by controls: 0 for no effect and ±100 for the full control effect; nearly all actives have a fitted effect of over 45% in size; many of its hits are not listed in these tables
* hit, by the source's call; i = inactive; ? = inconclusive; nt = not tested or not shown; [ ] = remark or other dose. Calls come from the whole dose curve; as a rule, active = well fitted curve in the direction sought with a large enough effect; inconclusive = small, poorly fitted or top-dose-only effect, or another doubt; inactive = no such curve, though single readings can be large; an effect the other way counts as inactive or inconclusive. Potency is the fitted concentration of half-maximal effect. An excerpt (hit frequency here may not be typical).

SMILES	TDP43 rescue	EPAC1 antag	PTHR1 ag	EPAC1 ag	EPAC2 agonist	aSyn rescue	FUS yeast rescue	EPAC2 antag
O=C(COC(=O)CN1C(=O)c2ccccc2C1=O)Nc1ccccc1[N+](=O)[O-]	-10.8%	6.6%	-8.7%	1.8%	13.5%	-5.8%	-9.5%	3.5%
CCCN1CCN(CC(=O)Nc2nnc(CC)s2)CC1	-4.5%	-8.8%	-17.4%	-9.6%	-2.1%	-6.9%	-5.4%	11.4%
CCCCc1nc2cc(C(=O)N(C)C(C)c3ccccn3)ccc2o1 (centres undefined)	-5.4%	11.8%	-19.4%	-1.8%	-4.2%	11.1%	3.3%	9.8%
C[C@@H]1COC(=O)[C@@H](CC(=O)OC(C)(C)C)C/C=C\C[C@@H](CC(=O)N(CCO)Cc2ccccc2)C(=O)N1	6.3%	10.5%	-6.5%	-18.9%	9.6%	-1.0%	7.0%	11.0%
CCCC(=O)N1CCOCC1c1cc(C(=O)NCc2ccccc2)no1 (centres undefined)	17.7%	-1.8%	-1.2%	-0.3%	-0.3%	-0.1%	-16.8%	-6.5%
CCCCCC1CC(CC#CCN2CCOCC2)C(=O)O1 (centres undefined)	-18.7%	5.5%	-18.2%	-4.1%	5.4%	-15.3%	11.6%	9.6%
O=c1c2cc(NC(=S)NC3CCN(Cc4ccccc4)CC3)ccc2nc2n1CCCCC2	nt	-21.7%	i	1.8%	1.2%	0.1%	25.1%	-6.6%
O=C(NC1=NCCS1)C12CC3CC(C1)CC(C(=O)NC1=NCCS1)(C3)C2	-4.5%	-0.7%	i	5.6%	-1.2%	-3.8%	24.0%	-5.3%
O=C(Nc1ccc2c(c1)OCCO2)C(CCc1ccccc1)N1CCN(c2ccc(F)cc2)CC1 (centres undefined)	?	-11.9%	-10.9%	4.8%	3.8%	0.0%	?	1.4%
Cc1ccccc1-c1nnc(SCC(=O)NC2CCCCC2)o1	21.3%	10.6%	i	-1.7%	-1.5%	-7.3%	17.7%	9.4%
Cc1ccc(C(C#N)N2CCOCC2)cc1 (centres undefined)	-18.5%	14.5%	i	-2.0%	7.4%	-4.6%	-21.3%	11.1%
Cc1ccc(-c2ccnc3[nH]n(-c4ccccc4)c(=O)c23)cc1	11.0%	-9.9%	i	10.3%	-3.4%	10.8%	-2.5%	8.2%
CCOc1ccccc1OCC(=O)Nc1cc(S(=O)(=O)N2CCCCC2)ccc1N1CCN(CC)CC1	9.3%	-26.5%	i	?	13.0%	-2.8%	36.0%	-4.9%
Cc1ccccc1C(=O)O/N=C(\N)c1ccc([N+](=O)[O-])cc1	?	4.9%	i	-16.2%	-0.8%	-9.6%	-2.9%	22.2%
CCCNC(=O)CSc1nnc(-c2ccco2)n1C	-0.3%	-23.4%	i	4.3%	7.5%	-17.5%	14.4%	-6.9%
CCCCCCn1nc(C(=O)N(CCOC)c2c(N)n(CCCC)c(=O)[nH]c2=O)c2ccccc2c1=O	-2.2%	1.5%	i	-17.3%	-2.2%	6.7%	12.9%	-8.4%
Cc1cc(C(=O)NNC(=O)CN2C(=O)NC(C)(c3ccccc3)C2=O)c(C)o1 (centres undefined)	-7.7%	-7.8%	i	9.9%	-3.8%	1.0%	7.5%	-0.4%
O=C(CCS(=O)(=O)c1ccccc1)OCC(=O)N1CCN(S(=O)(=O)c2ccc(Cl)cc2)CC1	0.0%	-11.1%	-56.8%[inhibitor]	10.3%	3.2%	-0.5%	19.6%	5.7%
O=C1CSC(c2ccccc2F)N1c1ccccc1 (centres undefined)	-7.3%	-4.8%	i	7.2%	0.9%	8.9%	2.2%	-0.3%
S=C(c1ccc(-c2ccc(Cl)cc2Cl)o1)N1CCCC1	?	5.7%	-15.7%	2.3%	3.2%	9.7%	14.0%	-4.6%
COc1ccc(CNC(=O)c2csc3c2CCCC3)cc1	?	-6.6%	-11.6%	4.3%	3.5%	20.2%	nt	?
CCC(=O)c1ccc(OCC(=O)Nc2nc(C)cs2)cc1	0.0%	-1.8%	-30.6%	7.8%	-1.0%	0.4%	10.4%	-5.7%
CC(C)CCNC(=O)C(c1ccncc1)N(CC1CCCO1)C(=O)Cn1nnc(-c2ccc(F)cc2)n1 (centres undefined)	-21.8%	22.0%	i	1.6%	-9.3%	-3.0%	-1.8%	-11.8%
Cc1nn(CC(=O)Nc2ccc(C(=O)N3CCCCC3)cc2)c(=O)c2ccccc12	2.3%	-19.6%	-35.9%[inhibitor][57.5 µM]	6.2%	8.4%	0.6%	22.6%	0.7%
COc1ccccc1C1=NC(c2ccccc2)CN1c1ccccc1 (centres undefined)	-0.6%	8.8%	i	10.9%	13.4%	3.4%	1.0%	-4.7%
Later entries:
SMILES	TDP43 rescue	EPAC1 antag	PTHR1 ag	EPAC1 ag	EPAC2 agonist	aSyn rescue	FUS yeast rescue	EPAC2 antag
Cc1ccc2cc(C)c(Sc3nnnn3-c3ccccc3)nc2c1	5.7%	-10.3%	i	-12.0%	2.6%	-7.0%	nt	-0.9%
O=C(NC(CO)Cc1ccc([N+](=O)[O-])cc1)C(Cl)Cl (centres undefined)	-20.1%	-7.3%	-63.3%[inhibitor]	-6.0%	13.5%	-19.5%	24.0%	2.0%
CC1CCc2cc(F)ccc2N1C(=O)c1cccnc1 (centres undefined)	-7.4%	8.5%	i	-8.2%	0.6%	6.1%	2.5%	26.7%
COC(=O)c1ccc(CNC(=O)[C@@H]2CCCN2S(=O)(=O)c2ccccc2F)cc1	15.0%	9.1%	26.5%	-0.8%	3.5%	-4.5%[1.84 µM]	-7.2%	-6.5%
COc1ccc(N2C(=O)CCC(C(=O)O)C2c2ccc(F)cc2)cc1 (centres undefined)	3.1%	7.3%	i	-5.9%	7.9%	-0.1%	12.6%	-3.0%
COc1cc2cnc(-c3ccccc3)c(C(=O)c3ccc(F)cc3)c2cc1OC	-82.0%[inhibitor]	?	-32.1%[inhibitor]	-2.9%	16.0%	?	?	?
O=S(=O)(CCc1ccccc1)CS(=O)(=O)CCc1ccccc1	0.0%	17.5%	i	-10.5%	0.4%	2.2%	15.5%	5.8%
CCOC(=O)c1c(C)[nH]c(C(=O)OCC(=O)N2CCN(S(=O)(=O)c3ccccc3)CC2)c1C	1.2%	4.1%	-70.7%[inhibitor]	0.7%	15.2%	2.8%	11.2%	-9.1%
Cc1ccnc(NC(=O)CNC(=O)C23CC4CC(CC(C4)C2)C3)c1	22.6%	-4.3%	-19.9%	-7.5%	8.5%	-3.3%	1.0%	15.8%
COC(=O)C1=C(C(=O)OC)[C@@H]2N(Cc3ccccc3)c3ccccc3[C@@]23C[C@@H](C(=O)OC)N(C(=O)C2CCC2)C3=N1	0.3%	30.3%[activator]	-30.5%[inhibitor]	-10.2%	9.6%	-1.3%	-11.1%	-6.5%
O=S(=O)(Nc1nc2ccc(Cl)cc2s1)c1cccs1	-8.7%	-9.0%	-2.4%	-1.7%	-5.3%	1.4%	14.6%	?
O=C(Nc1nnc(SCc2ccc(F)cc2)s1)C1Cc2ccccc2CN1C(=O)c1ccco1 (centres undefined)	-6.7%	?	-29.2%	-5.7%	0.3%	15.9%	?	-17.1%
Cc1ccc(Cl)c(OCC(=O)NC2CCN(Cc3ccccc3)CC2)c1	-19.1%	-4.7%	-0.3%	5.0%	4.5%	13.0%	9.7%	6.1%
COc1cc(C2C(C(=O)Nc3ccc(F)cc3)=C(C)Nc3nc(CCCO)nn32)cc(OC)c1OC (centres undefined)	9.5%	-8.3%	-1.2%	-6.3%	0.3%	4.5%	-8.2%	9.9%
CCOc1ccc(N2C(=O)/C(=C/c3cccs3)N(CC(=O)OC)C2=S)cc1	-10.2%	-2.5%	i	-1.3%	-1.0%	1.6%	26.9%	3.9%
COc1ccc(CNC(=O)COc2ccc(Br)c(C)c2)cc1	13.8%	-2.3%	-5.0%	1.4%	-0.1%	12.6%	-1.4%	0.7%
O=C(NCCCN1CCOCC1)c1[nH]c(C(F)(F)F)nc1-c1ccccc1	20.0%	-7.4%	-21.0%	1.4%	5.7%	-1.2%	-9.5%	-1.8%
CC12C(=O)N(Cc3ccccc3)C(=O)C1C1C=CC2C1 (centres undefined)	4.7%	5.0%	i	3.8%	-15.1%	8.1%	-22.3%	-5.3%
CNC(=O)c1ccc(N(Cc2ccccc2)S(C)(=O)=O)cc1	14.1%	-4.6%	i	-3.9%	0.6%	-1.3%	10.8%	11.0%
CCOC(=O)c1[nH]c(C)c(C(=O)NC)c1C	5.7%	0.9%	-12.3%	-3.2%	2.8%	-2.2%	-24.0%	0.2%
CCCCNc1ccc2nsnc2c1[N+](=O)[O-]	0.9%	0.3%	-19.8%	-4.4%	1.0%	8.1%	nt	17.9%
Cc1c(C)c(C)c(S(=O)(=O)NCCc2ccncc2)c(C)c1C	-18.6%	-10.3%	-25.9%	4.2%	-1.6%	1.1%	18.3%	-0.5%

An excerpt from above in order of their number in EPAC1 antag, rising.
canonical_smiles	TDP43 rescue	EPAC1 antag	PTHR1 ag	EPAC2 antag
Cc1c(C)c(C)c(S(=O)(=O)NCCc2ccncc2)c(C)c1C	-18.6%	-10.3%	-25.9%	-0.5%
O=C(NCCCN1CCOCC1)c1[nH]c(C(F)(F)F)nc1-c1ccccc1	20.0%	-7.4%	-21.0%	-1.8%
O=C(NC(CO)Cc1ccc([N+](=O)[O-])cc1)C(Cl)Cl (centres undefined)	-20.1%	-7.3%	-63.3%[inhibitor]	2.0%

Gathered by group: the entries above with a thiophene ring, fused or not (three)
SMILES	TDP43 rescue	EPAC1 antag	PTHR1 ag	EPAC1 ag	EPAC2 agonist	aSyn rescue	FUS yeast rescue	EPAC2 antag
COc1ccc(CNC(=O)c2csc3c2CCCC3)cc1	?	-6.6%	-11.6%	4.3%	3.5%	20.2%	nt	?
O=S(=O)(Nc1nc2ccc(Cl)cc2s1)c1cccs1	-8.7%	-9.0%	-2.4%	-1.7%	-5.3%	1.4%	14.6%	?
CCOc1ccc(N2C(=O)/C(=C/c3cccs3)N(CC(=O)OC)C2=S)cc1	-10.2%	-2.5%	i	-1.3%	-1.0%	1.6%	26.9%	3.9%
